# Menin-MLL TR inh: menin-MLL binding inhibition, Texas Red mutant peptide. O00255. Menin + Texas Red MLL mutant peptide, fluorescence polarization. Potency, µM (doses to about 61.6 µM), inactives show at the top dose FP activity change, negative = inhibition, hits mostly inhibitors. 0.23% of 270,000 active; active = well fitted inhibition curve with a large enough effect in the polarisation, with a control signal flat, not every such curve was filed as active; inconclusive = small, poorly fitted or top-dose-only effect, or effect the other way, or a change in a side signal; inactive = no such curve, though single readings can be large or run the other way; the % refers to the polarisation; note: potency is the fitted concentration of half-maximal effect; % of control where 0% means no effect; many of its hits are not listed in these tables
# Eya2 inh: blocks the phosphatase activity of human Eya2; O00167; recombinant Eya2, OMFP fluorescence dephosphorylation (OMFP is methylfluorescein phosphate); Potency, µM (highest dose often 76.9 µM), inactives show at the highest dose activity, negative = inhibition, actives largely listed as inhibitors; 0.006% of 330,000 active; note: potency is the fitted concentration of half-maximal effect; % is set by controls: 0 for no effect and ±100 for the full control effect
#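 Eya2 (0.2 uM) preincubated 10 min at ambient with compound, then OMFP substrate added at 50 uM; 10 min reaction in 50 mM HEPES pH 7.5, 50 mM NaCl, 5 uM MgCl2, 0.05% BSA, 1 mM DTT. Fluorescence read at Ex 485/Em 525 nm.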
# TSHR antag: antagonists of human thyroid stimulating hormone receptor; P16473; TSHR-expressing cells, TSH-stimulated cAMP HTRF, 2 h; active compounds read low; activity change, negative = inhibition, % at 11.5 µM; 0.2% of 330,000 active; AID 504810;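 active = activity change below a set negative limit, meaning inhibition stronger than a set level, cut at about -70% in these data; inconclusive = activity change between two set negative limits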; note: % is set by controls: 0 for no effect and ±100 for the full control effect
#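 TSHR-expressing cells were treated with compounds, then stimulated with TSH at EC80 (4nM final) for 2 hours at 37 deg C. Cellular cAMP was measured by HTRF competition between lysate cAMP and cAMP-d2 for a cryptate-labelled anti-cAMP antibody.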
# PKM2 activator: activators of human pyruvate kinase M2 | purified PKM2, Kinase-Glo ATP luminescence, activation; response scale: 0% is enzyme alone, no compound | AID 1631 | 0.34% of 260,000 active | P14618 | Potency, µM (top dose mostly 57.5 µM), inactives show top-dose activation, most hits filed as activators; note: potency is the fitted concentration of half-maximal effect; % is set by controls: 0 for no effect and ±100 for the full control effect; nearly all actives have a fitted effect of over 55% in size
#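 Purified hPK-M2 (>95% pure) converted ADP (0.1 mM final) to ATP with 0.5 mM PEP in 50 mM imidazole pH7.2, KCl, MgCl2, Tween 20, BSA; 1 h at room temperature. ATP detected by Kinase-Glo luminescence.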
# GALK inhibitor: inhibitors of human galactokinase; AID 1868; Potency, µM (highest dose often 57.5 µM), for the others: top-dose activity change, negative = inhibition, hits mostly inhibitors; Purified GALK, Kinase-Glo residual ATP luminescence; 0.007% of 270,000 active; P51570; note: potency is the fitted concentration of half-maximal effect; % is set by controls: 0 for no effect and ±100 for the full control effect
#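 ATP-depletion format; final 35 uM ATP, 100 uM D-galactose, 5 nM enzyme; pH 8.0 HEPES/Mg2+ buffer; 60 min RT; luminescence read 10 min after detection reagent.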
# MBNL1-CUG inh: MBNL1-poly(CUG) RNA binding inhibition; Q9NR56; TR-FRET MBNL1-His/biotin-(CUG)12 binding, 665/545 ratio; Potency, µM (titrated, usually from 57.5 µM), without a hit: at the highest dose activity change, negative = inhibition, most hits filed as inhibitors; 0.036% of 280,000 active; AID 2675; active = well fitted inhibition curve with a large enough effect in the signal ratio, with a control signal flat, not every such curve was filed as active; inconclusive = small, poorly fitted or top-dose-only effect, or effect the other way, or a change in a side signal; inactive = no such curve, though single readings can be large or run the other way; the % refers to the signal ratio; note: potency is the fitted concentration of half-maximal effect; % is set by controls: 0 for no effect and ±100 for the full control effect
# Target sequence (Q9NR56 whole entry, looked up): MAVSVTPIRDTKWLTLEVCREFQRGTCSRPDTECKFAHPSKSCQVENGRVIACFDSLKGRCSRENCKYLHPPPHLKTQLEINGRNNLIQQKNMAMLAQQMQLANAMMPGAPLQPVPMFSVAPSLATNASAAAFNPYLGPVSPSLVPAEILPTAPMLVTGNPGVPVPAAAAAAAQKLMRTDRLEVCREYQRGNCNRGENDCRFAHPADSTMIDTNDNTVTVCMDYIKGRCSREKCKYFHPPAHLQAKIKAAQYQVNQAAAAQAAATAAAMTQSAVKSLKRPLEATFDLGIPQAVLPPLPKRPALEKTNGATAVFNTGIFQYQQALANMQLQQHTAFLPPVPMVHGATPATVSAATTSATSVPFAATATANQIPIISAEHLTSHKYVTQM
#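 TR-FRET between His-tagged MBNL1 and biotin-(CUG)12 RNA, detected with Tb anti-His antibody (0.055 ng/ul) and streptavidin-XL665 (5 nM), 60 min at room temperature. Compounds titrated 92 nM to 58 uM; 665/545 nm ratio normalized to buffer and complex controls.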
# USP2a block: inhibitors of human ubiquitin-specific protease USP2a; O75604; USP2 core, Ub-CHOP2 coupled fluorogenic reporter, 485/531; Potency, µM (highest dose often 38.3 µM), for inactives: top-dose activity change, negative = inhibition, usual class: inhibitors; 0.01% of 330,000 active;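 note: potency is the fitted concentration of half-maximal effect; plate controls were DMSO wells for no effect and full inhibition by NEM control for full effect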
#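 Cell-free coupled assay: 10nM USP2 core preincubated 30min RT with compound in Tris-HCl pH 8.0/CaCl2/CHAPS buffer, then 25nM Ub-CHOP2 and 25nM reporter substrate; fluorescence (Ex 485/Em 531) read after 60min RT, normalized to NEM inhibition, concentration-response curves fitted.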
# Chronic BCR inh: blocks chronic active B-cell receptor signaling. ABC-DLBCL IkBa-CBG/CBR reporter, luminescence ratio, 4 h. Potency, µM (series often up to 46.1 µM), without a hit: at the top dose ratio change, negative = lower green/red ratio, most hits filed as inhibitors. 0.05% of 340,000 active. AID 493014; active = well fitted inhibition curve with a large enough effect in the signal ratio, with a control signal flat, not every such curve was filed as active; inconclusive = small, poorly fitted or top-dose-only effect, or effect the other way, or a change in a side signal; the % refers to the signal ratio;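 note: potency is the fitted concentration of half-maximal effect; plate controls were basal doxycycline-induced cells for no effect and cells given 10 µM MG132 for full effect; MG132 reads +100%, hits lower the ratio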
#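 TMD8 human ABC-DLBCL cells with doxycycline-inducible IκBα–green luciferase fusion and unfused red luciferase, in 0.5% FBS medium; compounds up to 46 uM, 4 h at 37C. Green/red luminescence ratio, filter-overlap corrected, fitted to concentration-response curves.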
# S-ASM inh: blocks human secretory acid sphingomyelinase; 0.006% of 340,000 active; AID 504937; placental ASM, HMU-PC fluorogenic substrate, 60 min; P17405; Potency, µM (titrated, usually from 57.5 µM), without a hit: at the top dose activity change, negative = inhibition, actives largely listed as inhibitors; note: potency is the fitted concentration of half-maximal effect
# Target sequence (P17405 47-631 limits assumed): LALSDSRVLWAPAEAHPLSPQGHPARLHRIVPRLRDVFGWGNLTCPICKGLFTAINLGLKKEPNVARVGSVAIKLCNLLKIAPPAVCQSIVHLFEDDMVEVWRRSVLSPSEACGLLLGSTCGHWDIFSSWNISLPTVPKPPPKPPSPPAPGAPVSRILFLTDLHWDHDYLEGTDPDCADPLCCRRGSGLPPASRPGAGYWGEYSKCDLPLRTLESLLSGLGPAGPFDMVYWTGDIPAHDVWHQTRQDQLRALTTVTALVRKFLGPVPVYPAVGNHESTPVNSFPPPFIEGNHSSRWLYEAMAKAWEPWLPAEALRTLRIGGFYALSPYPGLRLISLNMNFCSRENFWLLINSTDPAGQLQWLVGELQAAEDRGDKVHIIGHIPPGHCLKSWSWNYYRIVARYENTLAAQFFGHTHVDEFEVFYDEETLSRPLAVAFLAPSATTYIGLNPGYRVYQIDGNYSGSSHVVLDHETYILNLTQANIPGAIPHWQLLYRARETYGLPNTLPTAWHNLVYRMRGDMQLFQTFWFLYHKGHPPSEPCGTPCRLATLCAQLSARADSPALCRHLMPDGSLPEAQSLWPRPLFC
#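 qHTS format. ASM enzyme prepared from human placenta hydrolyses the fluorogenic substrate HMU-PC0 (9 uM final) over 60 min at 37 °C after a 10 min compound preincubation.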
# hERG WT inh: KCNH2 (human, wildtype) channel inhibition | Q12809 | U2OS, BacMam KCNH2, thallium flux FluxOr; active compounds read low | activity change, % at 1.84 µM | 0.37% of 340,000 active;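 active = maximum activity change below -70%; inconclusive = maximum activity change between -70% and -50%; inactive = maximum activity change above -50%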; note: % is set by controls: 0 for no effect and ±100 for the full control effect
#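 U2OS cells transduced with wild-type KCNH2 virus are loaded with FluxOr dye for 45 min, and thallium flux is measured in kinetic reads before and after stimulation buffer. Rate constants are normalized to DMSO controls.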
# Mito fusion yeast: mitochondrial division inhibition or fusion activation. S. cerevisiae fusion-defective mutant growth rescue, CellTiterGlo 48 h. Potency, µM (highest dose often 46.1 µM), inactives show top-dose growth rescue (activation), usual class: activators. 0.23% of 320,000 active;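 note: potency is the fitted concentration of half-maximal effect; % of control where 0% means no effect; nearly all actives have a fitted effect of over 45% in size; temperature-sensitive fusion mutants such as fzo1-1 at 37 °C on non-fermentable ethanol glycerol medium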
#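 S. cerevisiae fusion-defective temperature-sensitive mutants (e.g. fzo1-1, mgm1-5) grown 48 h at 37C in YPEG (ethanol/glycerol non-fermentable) medium with 23 nl compound per well; growth rescue read as CellTiterGlo luminescence.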
# * marks the source's active call; other numbers are inactive results; u = inconclusive; x = not tested or not shown; & = joins results of further samples; [ ] = dose if it differs, or a comment. Unless noted, calls come from the whole dose curve; as a rule, active = well fitted curve in the direction sought with a large enough effect; inconclusive = small, poorly fitted or top-dose-only effect, or another doubt; inactive = no such curve, though single readings can be large; an effect the other way counts as inactive or inconclusive.
SMILES,Menin-MLL TR inh,Eya2 inh,TSHR antag,PKM2 activator,GALK inhibitor,MBNL1-CUG inh,USP2a block,Chronic BCR inh,S-ASM inh,hERG WT inh,Mito fusion yeast
COCCCN(C(C)=O)c1nc(-c2ccccc2)cs1,2%,-19%,0,1%,-2%,-13%,-1%,u,-1%,5,-18%
COc1ccc(C2=CC(=O)C[C@H](c3ccc(F)cc3)C2)c(F)c1F,x,-14%,-22,x,x,x,-1%,u,-8%,20,u
CN(C(=O)c1ccc(N2CCCCC2)c([N+](=O)[O-])c1)C1(C)CCS(=O)(=O)C1 (stereo not drawn),x,8%,14,-2%,4%,u,0%,-4%,x,6,-1%
COc1cccc2c(=O)c3ccoc3n(C)c12,-3%&4%,-9%,2,-4%,-1%,-2%,5%,10%,8%,-2,-2%
Cc1ccccc1Cn1c(-c2cncs2)nc2ccccc21,-7%,-6%,-35,7%,4%,22%,-13%,-1%,22%,-29,u
Cn1cccc1C(=O)NNC(=O)COc1ccc(C#N)cc1,x,-6%,14,x,x,x,1%,u,4%,0,-4%
CN(CC(=O)Nc1ccc(Cl)c(C(F)(F)F)c1)C(=O)CCNC(=O)c1ccco1,x,5%,0,x,x,x,-1%,-5%,2%,17,-6%
CN1C(=O)c2ccccc2Sc2ccc(NC(=O)N3CCOCC3)cc21,-5%,10%,20,5%,-1%,-3%,7%,-2%,-2%,5,-2%
CN1CCN(c2ccccc2NC(=O)c2ccc(Br)o2)CC1,-11%,-6%,8,-3%,-1%,-2%,-1%,12%,0%,14,-1%
Cc1cc(=O)oc2cc(OCC#N)ccc12,-8%,9%,7,6%,1%,-7%,0%,-2%,190%[activator],6,1%
Cc1ccc(/C=C/C(=O)N2CCN(c3cccc(C(F)(F)F)c3)CC2)cc1,-17%,9%,-22,-2%,-4%,-7%,2%,-7%,x,-10,-2%
O=[N+]([O-])c1nn(-c2ccc3c(c2)OCCO3)n(O)c1=NCCCO,18%,13%,17,6%,1%,u,3%,-1%,-2%,3,6%
Cc1ccc(OCCCCn2ccnc2)c(Cl)c1,u,7%,-7,5%,-3%,-5%,2%,1%,-1%,5,-5%
O=C(Nc1ccc(Cl)cc1Cl)c1n[nH]c(Cn2cncn2)n1,u,-19%,-11,1%,-3%,3%,2%,7%,-3%,-1,11%
C/C(CC(=O)Nc1ccc(Br)cc1)=N\NC(=O)Cc1csc(N)n1,x,1%,8,17%,1%,2%,3%,u,1%,-5,-3%
Cc1nc2ccccc2n1CCc1nc2c3ccccc3nc(SCC(=O)NCc3ccco3)n2n1,-10%,19%,-5,24%,0%,39%[activator],-4%,u,0%,5,-6%
COc1ccc(-n2c(CNC(=O)c3cccs3)n[nH]c2=S)cc1,22%,-2%,7,-14%,7%,-9%,3%,-5%,4%,11,-3%
Cc1cc2c(cc1C)NC(c1nc3ccccc3[nH]1)C1=C(CC(C)(C)CC1=O)N2 (stereo not drawn),8%,5%,-1,2%,1%,-5%,3%,u,4%,-3,-3%
O=C(COc1ncnc2c1cnn2-c1ccccc1)Nc1ccc(S(=O)(=O)N2CCCCC2)cc1,22%,-4%,-8,-6%,0%,2%,3%,u,-21%,2,-1%
O=C1c2cccnc2C(Nc2ccc(Br)cc2)N1Cc1cccs1 (stereo not drawn),4%,5%,-4,-3%,4%,-26%,0%,u,-9%,29,13%
CC(C)CCNC(=O)C(c1cccnc1)N(CCc1ccccc1)C(=O)Cn1nnc2ccccc21 (stereo not drawn),-2%,1%,-10,-10%,0%,-3%,0%,8%,4%,6,-1%
CCS(=O)(=O)c1nc(S(=O)(=O)c2ccc(Cl)cc2)c(NCCCN2CCOCC2)s1,x,0%,-7,x,2%,-5%,5%,3%,-1%,-6,4%
CC(=O)c1cc(C#N)c(SCc2ccc(F)cc2)nc1C,x,-24%,-2,1%,-5%,40%[activator],-4%,-28%,-18%,0,3%
COCCCC1CCN(C(=O)C2CCC(=O)N(C3CCCCCC3)C2)CC1 (stereo not drawn),x,-6%,-2,x,-2%,-3%,4%,1%,-4%,12,1%
CCC(C)[C@H](NC(=O)[C@@H]1Cc2c([nH]c3ccccc23)C2c3ccccc3C(=O)N21)C(=O)NCC1CCCO1 (stereo partly drawn),6%,3%,0,1%,x,-1%,-1%,18%,4%,-4,2%
O=C(OCC1COc2ccccc2O1)c1c(F)cccc1F (stereo not drawn),-7%,9%,-21,0%,1%,1%,6%,u,-2%,-5,7%
COc1cccc(NC(=O)NCc2cccn2C)c1,16%,4%,-1,13%,-1%,-3%,2%,3%,-2%,1,-2%
CC(C)C(=O)N1CCN(c2ccc(NC(=O)c3ccc([N+](=O)[O-])o3)cc2Cl)CC1,12%,15%,-34,1%,-4%,u,3%,u,-3%,5,2%
O=C1NCCN1CCNS(=O)(=O)c1ccc2ccccc2c1,-1%,10%,-2,0%,2%,12%,-1%,u,0%,-18,1%
CCOc1ccccc1-n1nnnc1SCC(=O)Nc1cc2oc3ccccc3c2cc1OC,10µM*,8%,4,7%,-5%,-2%,1%,8%,-1%,-5,-4%
COc1ccc(CN(C(=O)CN2C(=O)c3ccccc3S2(=O)=O)C(C(=O)NCC2CCCO2)c2ccco2)cc1 (stereo not drawn),-7%,12%,21,2%,0%,-1%,0%,-2%,1%,-11,8%
COc1ccc(C(=O)NC(=S)Nc2ccc(N3CCOCC3)c(Cl)c2)cc1[N+](=O)[O-],11%,-4%,-33,-1%,0%,x,-1%,u,3%,-11,8%
CCCCN(C(=O)c1c(C)[nH]c(C(=O)OCC)c1C)c1ccccc1,u,-3%,7,3%,-2%,-15%,2%,u,-3%,-7,4%
O=[N+]([O-])/C(=C\Nc1ccccc1Cl)S(=O)(=O)c1ccccc1,19%,6%,-36,-50%,-2%,-12%,1%,1%,x,x,-5%
COC(=O)c1nn(C23CC4CC(CC(C4)C2)C3)c2c1C(=O)N(c1ccc(F)cc1)C2=O,5%,9%,-2,2%,-2%,-2%,4%,-3%,-3%,6,-2%
COc1cc(OC)nc(/N=C/NO)n1,x,-22%,1,-2%,-3%,x,4%,4%,-4%,0,0%
COc1ccc(C(=O)NNC(=O)c2cc3cccc(OC)c3oc2=O)cc1,5%,-5%,-3,-3%,-4%,u,0%,u,-1%,-1,3%
CCOC(=O)c1ccc2nc(C)cc(Nc3cccc(C(=O)O)c3)c2c1,-1%,7%,3,0%,x,14%,0%,0%,x,x,-5%
NS(=O)(=O)c1ccc(CCNC(=O)c2ccc3c(c2)N(Cc2ccccc2)CCS3)cc1,x,4%,11,x,-8%,66%[activator],-1%,1%,229%[activator],-2,2%
O=[N+]([O-])c1cccc(CNc2ccc3c(c2)CCC3)c1,0%,-4%,-4,-5%,x,-2%[11.5 µM],2%,u,-5%,2,14µM*
CSc1ncc(C(=O)Nc2ccc(C(C)=O)cc2)c(-c2ccccc2)n1,-2%,20%,2,x,0%,39%[activator],-7%,-5%,-3%,5,20%
CCN(CC)S(=O)(=O)c1ccc(-c2nnc3sc4cccc(C)c4n23)cc1,3%,-15%,6,5%,1%,-4%,-7%,-13%,1%,0,0%
N/C(=N\S(=O)(=O)c1ccc(Cl)s1)c1ccccc1,-6%,0%,-6,-1%,-1%,1%,3%,-1%,9%,7,5%
Nc1[nH]n2c(=O)cc(-c3ccccc3)nc2c1N=Nc1ccc2c(c1)OCO2,-5%,-1%,7,1%,-1%,2%,-4%,u,x,x,1%
CC(=O)Nc1cccc(C(=O)OC(C)C(=O)NC(=O)NC2CCCCC2)c1 (stereo not drawn),x,0%,-4,x,x,x,-1%,-18%,-2%,-12,-1%

# Not all compounds are listed; count on the stated rates, not on these rows.
